Source: PubChem BioAssay (several laboratories)
OPRM1-OPRD1 ag = OPRM1-OPRD1 heterodimerization agonism; activation, % at 9.3 µM; hit rate 0.3% among 340,000; cells, luminescence; in the data active means activation above about 18%;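 further: 0% = vehicle-treated cells and 100% = reference agonist; values of inactives mirror those of a sister screen read the other way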
V-ATPase pHluor = regulators of yeast V-ATPase proton transport. S. cerevisiae, pHLuorin cytosolic pH fluorescence. response, % at 10 µM. hit rate 0.37% among 350,000. AID 504577; in the data active means response mostly above about 7.3%, no sharp cut-off; inactive means mostly below about 5.4%; further: actives read high; inactives centre near 0; some compounds called inactive have numbers as strong as hits; reference of the scale not given here
CAL PDZ FP = CAL PDZ (human) peptide binding inhibition | hit rate 0.92% among 300,000 | inhibition, % at 24.9 µM | purified CAL PDZ, TMR-peptide fluorescence polarization, 1 h | AID 602252 | Q9HD26;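 active means mean inhibition of at least 30% with at least half of replicates also reaching 30%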;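 further: 0% = DMSO neutral control and 100% = excess unlabeled competitor peptide PRC23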
HTR5A inv ag = counter-screen for OPRM1-OPRD1 inverse agonists: human HTR5A inverse agonism; hit rate 0.083% among 340,000; inhibition, % at 9.3 µM; AID 504634; HTR5A cell line, luminescence; in the data active means inhibition mostly above about 23%, no sharp cut-off; inactive means mostly below about 18%;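 further: 0% = cells with DMSO and 100% = no-cell wells with DMSO; some compounds called inactive have numbers as strong as hits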
Target sequence (P47898 whole entry, looked up): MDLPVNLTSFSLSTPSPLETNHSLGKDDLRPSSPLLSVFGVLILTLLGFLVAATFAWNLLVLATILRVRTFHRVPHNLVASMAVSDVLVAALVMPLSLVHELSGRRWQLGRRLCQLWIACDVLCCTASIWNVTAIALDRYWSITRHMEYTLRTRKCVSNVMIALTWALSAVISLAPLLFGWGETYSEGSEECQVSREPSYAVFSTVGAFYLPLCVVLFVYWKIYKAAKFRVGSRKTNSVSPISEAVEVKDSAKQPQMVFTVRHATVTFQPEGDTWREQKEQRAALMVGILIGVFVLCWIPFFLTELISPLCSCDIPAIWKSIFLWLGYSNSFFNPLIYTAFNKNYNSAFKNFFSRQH
Keap1-Nrf2 PPI = inhibitors of human Keap1-Nrf2 protein-protein interaction; Q14145; Keap1 Kelch-Nrf2 peptide fluorescence polarization, 1536-well; inhibition, % at 9.4 µM; hit rate 0.15% among 340,000; AID 504523; in the data active means inhibition above about 12%;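 further: human Keap1 Kelch domain with fluorescein labeled Nrf2 9mer peptide probe; 0% = neutral control wells and 100% = peptide positive control; higher means more block of Keap1 binding to Nrf2 peptide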
Target sequence (Q14145 whole entry, looked up, the tested form may be a part): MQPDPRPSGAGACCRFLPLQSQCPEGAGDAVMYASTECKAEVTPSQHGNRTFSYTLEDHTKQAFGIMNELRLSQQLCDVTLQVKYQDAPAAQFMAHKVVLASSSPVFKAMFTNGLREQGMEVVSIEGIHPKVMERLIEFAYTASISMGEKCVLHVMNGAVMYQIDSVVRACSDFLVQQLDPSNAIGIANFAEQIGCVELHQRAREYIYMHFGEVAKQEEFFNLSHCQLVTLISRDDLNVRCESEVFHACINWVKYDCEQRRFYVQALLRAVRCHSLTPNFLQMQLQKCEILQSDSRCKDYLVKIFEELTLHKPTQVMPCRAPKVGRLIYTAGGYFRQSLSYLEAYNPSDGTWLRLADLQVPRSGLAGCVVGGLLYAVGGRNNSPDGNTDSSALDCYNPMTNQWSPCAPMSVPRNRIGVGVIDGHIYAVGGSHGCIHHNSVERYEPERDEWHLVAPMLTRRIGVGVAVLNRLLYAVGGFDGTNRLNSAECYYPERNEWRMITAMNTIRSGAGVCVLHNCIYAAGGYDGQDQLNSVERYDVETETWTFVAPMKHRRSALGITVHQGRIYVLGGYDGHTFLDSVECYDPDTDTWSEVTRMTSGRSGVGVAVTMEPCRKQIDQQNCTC
RTF Ca sens act = cardiac RTF calcium sensitization | P19429+P45379 | hit rate 0.24% among 340,000 | IANBD-labeled TnC RTF fluorescence at EC20 calcium; 0% EC20 calcium, 100% full calcium | activation, % at 7.2 µM | AID 493008;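 active means activation above the mean over all tested compounds plus 3 SD, cut at about 30% in these data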;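 further: rise in fluorescence read as greater calcium sensitivity of cardiac thin filaments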
MOR-DOR inv ag = mu-delta opioid heterodimer inverse agonism. inhibition, % at 9.3 µM. hit rate 0.21% among 340,000. cell-based MOR-DOR heterodimer luminescence. AID 504357. P35372+P41143; in the data active means inhibition above about 22%, passing the limit was not always enough;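 further: 0% = cells with DMSO and 100% = wells without cells with DMSO; values of inactives mirror those of a sister screen read the other way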
RTF Ca sens inh = cardiac RTF calcium desensitization. AID 493244. IANBD-labeled cardiac RTF, Ca2+ fluorescence. inhibition, % at 7.15 µM. P19429+P45379. hit rate 0.12% among 340,000;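 active means inhibition above the mean inhibition of all tested compounds plus 3 SD, cut at about 17% in these data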;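 further: assay run at fixed EC70 calcium of 1.6 mM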
C-LANA FP = inhibitors of KSHV LANA C-terminal domain DNA binding; MBP-C-LANA/FAM-LBS DNA binding, fluorescence polarization; inhibition, % at 9 µM; hit rate 0.078% among 340,000;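 active means highest replicate inhibition at or above 60% at 9 µM, even if other replicates fall short; inactive means all replicates below 60% inhibition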;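 further: 0% = neutral control wells and 100% = 4 µM acridine orange control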
HTR5A ag ctr = activates human HTR5A in OPRM1-OPRD1 agonist counter-screen; activation, % at 9.3 µM; P47898; AID 504692; HTR5A agonist assay, luminescence, cell-based; hit rate 0.61% among 340,000; in the data active means activation mostly above about 9.5%, no sharp cut-off; inactive means mostly below about 7.6%;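 further: 0% = cells with vehicle only and 100% = reference agonist; strong numbers were not always called active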
* marks the source's active call; other numbers are inactive results; . = no result given. Hits appear at their usual frequency. Share with any hit: about 2.8%.

SMILES | OPRM1-OPRD1 ag | V-ATPase pHluor | CAL PDZ FP | HTR5A inv ag | Keap1-Nrf2 PPI | RTF Ca sens act | MOR-DOR inv ag | RTF Ca sens inh | C-LANA FP | HTR5A ag ctr
O=c1[nH]c2ccc(S(=O)(=O)N3CCCC3)cc2[nH]1 | 1.9 | 1 | -3 | 2 | -5 | -6 | -16 | -12 | 0.2 | -2
O=C(COC(=O)CNC(=O)C1CCCCC1)Nc1ccc2ccccc2c1 | 0.4 | -2 | -4 | -12 | -1 | 4 | -2 | 2 | -1.9 | 0
CCN(CC(=O)NC1CC1)S(=O)(=O)c1ccc(OC)cc1 | -0.3 | 2 | -2 | 2 | -11 | -2 | 2 | -8 | -0.4 | 4
CCc1cccc(NC(=O)CCCn2nc(C)c3c(C)n(-c4ccccc4)nc3c2=O)c1 | -2.5 | 1 | 6 | -11 | -3 | 0 | 12 | -5 | -0.2 | -2
COc1cc2sc3cc(NCCCN4CCOCC4)ccc3c(=O)c2cc1OC | 0.8 | -2 | -10 | -30 | -7 | 11 | -4 | 11 | -3.2 | 6
Cc1snc(SCc2ccc(F)cc2)c1C#N | 3.1 | -5 | -1 | -6 | 2 | -7 | -15 | 3 | -0.3 | 2
S=c1nc(-c2cccc(Br)c2)[nH][nH]1 | -0.7 | 0 | 1 | 8 | -4 | 1 | 4 | -2 | -1.1 | 3
O=C(NCC(c1ccc(F)cc1)N1CCOCC1)c1cccnc1Sc1ccccc1 (stereo not drawn) | -4.6 | 6 | -5 | -5 | -2 | 12 | 24 | -20 | -0.4 | 2
COc1cc(C(=O)Nc2c(C(=O)N3CCOCC3)oc3ccccc23)cc(OC)c1OC | -2.8 | 3 | -3 | 19 | -5 | 1 | 15 | -2 | 0.3 | 1
O=C1NCCNC1(c1c[nH]c2ccccc12)C(F)(F)F (stereo not drawn) | -0.5 | -5 | . | -6 | 0 | 0 | 3 | 3 | 0.3 | 0
COc1cccc(OCCCCSc2ncccn2)c1 | 0.6 | 3 | -6 | -17 | -1 | -1 | -3 | 3 | 0.6 | 7
Cc1nc(NC(=O)CCN2C(=O)C3CC=CCC3C2=O)sc1C (stereo not drawn) | -2.7 | -4 | -6 | 1 | 1 | -3 | 14 | -3 | 1.4 | 3
COCCN(CC(=O)Nc1cccc(C)c1C)C(=O)Cc1ccsc1 | -4.9 | 1 | -3 | 13 | 1 | -4 | 19 | -1 | -1.8 | -5
CCOC(=O)CC(=O)CSc1nc(-c2ccccc2)cc(-c2ccc(Cl)cc2)c1C#N | 0.5 | -5 | -16 | 5 | 2 | 5 | -3 | -7 | -1.5 | 11*
O=S(=O)(c1cccc(C(F)(F)F)c1)N1CCC(O)(c2cccnc2)CC1 | -2.4 | -5 | 0 | -17 | 0 | -4 | 14 | -6 | -0.5 | 4
CCOC(=O)C1(Cc2ccc(OC)cc2)CCN(C(=O)Cc2cccnc2)CC1 | -0.3 | 0 | 6 | -2 | -1 | -4 | 2 | -14 | -0.2 | 1
Cc1cc(C(F)(F)F)nc(SCC(=O)Nc2c(C)n(C)n(-c3ccccc3)c2=O)n1 | -0.1 | -2 | 9 | 11 | -1 | -7 | 0 | -7 | -1.3 | -4
COc1cc(NC(=O)CCC(=O)N2CCN(S(=O)(=O)c3ccc(C)cc3)CC2)cc(OC)c1 | -2.3 | -1 | -5 | -1 | -3 | 2 | 9 | -2 | -1.9 | -5
CCc1nc(NCCC(C)C)c(C#N)c2c1CCCC2 | 0.1 | 1 | -2 | 18 | -3 | 11 | -1 | 3 | 0.6 | -5
Cc1ccc(NC(=O)c2cc3ccccc3oc2=N)cc1 | -2.5 | 0 | 0 | -2 | 0 | 10 | 14 | 6 | -0.4 | 1
COc1cccc(-c2sc3ccc(OC)cc3c2-c2ccc(O)cc2)c1 | 0.5 | 3 | 2 | -1 | 0 | 4 | -3 | -5 | 0.1 | -1
COC(=O)c1ccc2c(=O)n(Cc3ccc(C(=O)NC4CCCC4)cc3)c(=S)[nH]c2c1 | 1.3 | 9 | -3 | -2 | -8 | -4 | -8 | 2 | -2.8 | 8
C#CCOCCOCCOCCNc1nc(N2CCN(C(=O)CCCCCCCCCCNC(=O)[C@H](CCCCN)n3cc(C[C@@H](C)CC)nn3)CC2)nc(N2CCN(C(=O)CCCCCCCCCCNC(=O)[C@H](CCCN=C(N)N)n3cc(C[C@@H](C)CC)nn3)CC2)n1 | 14 | -8 | -5 | -20 | -10 | 5 | -74 | 2 | -1.0 | 8
CC1CCN(S(=O)(=O)c2ccc(S(=O)(=O)N3CCC4(CC3)OCCO4)cc2)CC1 | -1.1 | -5 | -1 | -17 | -5 | 2 | 8 | -31 | 2.1 | -3
O=C(N/N=C/c1ccc(OC(=O)c2cccc(F)c2)cc1)c1cccnc1 | 1.9 | -5 | -4 | -13 | -3 | 2 | -10 | 0 | -1.3 | 5
SMILES | OPRM1-OPRD1 ag | V-ATPase pHluor | CAL PDZ FP | HTR5A inv ag | Keap1-Nrf2 PPI | RTF Ca sens act | MOR-DOR inv ag | RTF Ca sens inh | C-LANA FP | HTR5A ag ctr
COC(CNC(=O)CN1CCN(Cc2ccc(F)cc2Cl)C1=O)OC | -1.3 | 0 | -5 | -16 | -2 | -2 | 6 | -4 | 0.4 | 4
COc1ccc(C(=O)/C=C/C(=O)N(CC(=O)NC2CCCCC2)Cc2ccc(F)cc2)c(O)c1 | 0.9 | -1 | -8 | -11 | -10 | -2 | -5 | -7 | -0.2 | 4
Cc1cc(Br)c(S(=O)(=O)NCc2ccncc2)cc1C | 0.6 | -1 | -5 | -9 | -2 | -4 | -4 | 1 | 0.5 | 2
CCSC1=NCCN1S(=O)(=O)c1ccc(Cl)cc1 | -0.5 | 0 | 6 | 14 | -3 | 0 | 3 | -18 | -0.6 | -5
CCOc1ccc(OCC(=O)Nc2cccc(S(=O)(=O)NC3=NCCC3)c2)cc1 | -2.1 | 0 | . | 6 | 0 | -7 | 11 | 6 | 0.9 | -2
O=C(Nc1ccc2c(c1)OCCO2)c1ccc(Cl)c(S(=O)(=O)N2CCOCC2)c1 | -0.8 | 2 | . | 6 | -8 | -5 | 4 | -5 | -0.5 | -2
Cc1cccc(C)c1NC(=O)CSc1nnc(-c2ccco2)c(-c2ccco2)n1 | 0.1 | -1 | 2 | -2 | 46* | -12 | -1 | 8 | 105* | 2
NC(=O)CC(NC(=O)c1ccccc1)c1ccc(NCC2CC2)c([N+](=O)[O-])c1 (stereo not drawn) | -4.0 | 6 | 3 | -14 | 2 | -3 | 23 | -8 | -1.4 | -1
Cc1cc(-c2nnc(SCCC(=O)Nc3ccccc3)o2)no1 | -1.8 | 1 | 14 | 13 | 0 | 1 | 9 | -4 | 0.8 | -5
CN(C)S(=O)(=O)n1cnc2ccccc21 | -1.7 | 1 | 14 | 12 | -8 | 4 | 10 | 2 | -0.8 | -4
Cc1cc(Cl)ccc1OC(C)C(=O)Nc1ccc(S(=O)(=O)Nc2cnc3ccccc3n2)cc1 (stereo not drawn) | -3.2 | 6 | -2 | 19 | 1 | -3 | 16 | -2 | 2.9 | -9
CN(C)CC/C=C1/c2ccccc2Sc2c(O)cc(Cl)cc21 | -3.0 | -3 | . | 13 | -6 | -4 | 12 | -15 | 1.2 | -5
Cc1cccc(C)c1OCC(=O)N/N=C/c1cccn1C | -1.1 | -3 | 0 | 17 | -3 | -3 | 5 | -2 | 0.5 | 9
CC(C)c1nc(SCC(=O)NCC2CCCO2)c2c(=O)n(C)c(=O)n(C)c2n1 (stereo not drawn) | -2.7 | 5 | 0 | 21 | -5 | 0 | 9 | 1 | 0.0 | -2
COc1ccccc1/C=C\C=N\n1c(C2CCCCC2)n[nH]c1=S | 3.9 | -4 | 4 | 19 | -5 | 5 | -20 | -4 | -0.1 | 1
CCCOc1cccc(C2C(C(=O)c3cccs3)=C(O)C(=O)N2Cc2cccnc2)c1 (stereo not drawn) | -1.8 | -3 | . | 0 | -5 | 4 | 9 | -1 | 3.2 | -4
COc1ccc2c(c1)CCc1c(C(=O)N3CCc4ccccc4C3)noc1-2 | 1.1 | 1 | -2 | -6 | -1 | -6 | -6 | 4 | -0.1 | 2
COCCN(C(=O)COC(=O)c1cc(C)n(-c2ccccc2)c1C)c1c(N)n(Cc2ccccc2)c(=O)[nH]c1=O | -2.5 | -5 | -2 | 9 | -7 | -11 | 13 | -4 | -2.3 | -1
Cc1onc(-c2ccccc2)c1C(=O)Nc1nnc(CC(C)(C)C)s1 | 0.6 | 1 | . | 13 | 4 | 2 | -5 | 5 | 1.9 | -5
Nc1nnc(SCC(=O)Nc2cccc(S(=O)(=O)N3CCCCC3)c2)s1 | -0.8 | 3 | -4 | -17 | 3 | -2 | 3 | -1 | -1.6 | -5
CC(=O)c1ccc(NC(=O)CN2CCN(S(=O)(=O)c3ccc4ccccc4c3)CC2)cc1 | 0.0 | 5 | -3 | -10 | -15 | -1 | 0 | -10 | 7.5 | 4
Cc1ccc(S(=O)(=O)Nc2cccc(S(=O)(=O)Nc3ccccc3C(=O)O)c2)c(C)c1 | -0.7 | 1 | -7 | 0 | 16* | 4 | 4 | 0 | 0.0 | 0
NCCCC[C@@H](C(=O)NCCCCCCCCCCC(=O)N1CCNCC1)n1cc(CCO)nn1 | -2.9 | -2 | -1 | -10 | 2 | -6 | 17 | -5 | 0.8 | 0
COc1ccc(N2CC(C)(C)C2=O)cc1 | -2.8 | 5 | -2 | -7 | 2 | -6 | 13 | -40 | 1.2 | -4
Cc1ccc(C(C)C)c(OC/C(O)=C(\C#N)c2nc3ccccc3[nH]2)c1 | 3.7 | -2 | 63* | 14 | 5 | 4 | -18 | -6 | -0.4 | -2
SMILES | OPRM1-OPRD1 ag | V-ATPase pHluor | CAL PDZ FP | HTR5A inv ag | Keap1-Nrf2 PPI | RTF Ca sens act | MOR-DOR inv ag | RTF Ca sens inh | C-LANA FP | HTR5A ag ctr
O=C(CNC(=O)c1cccs1)OCC(=O)c1ccc([N+](=O)[O-])cc1 | -1.8 | -2 | 2 | 5 | -16 | 4 | 10 | 2 | 1.1 | -2
NC(=O)c1ccc(NC(=O)c2ccc3c(c2)OCO3)cc1 | 0.6 | 1 | -2 | -3 | -4 | 0 | -4 | -6 | 0.8 | 1
O=C(NC1CCCCCC1)c1cccc(N2CCCC2=O)c1 | -3.3 | -4 | 1 | 0 | 2 | -5 | 17 | -1 | 3.0 | 1
O=C(CN(C1CCCCC1)S(=O)(=O)c1ccc(Br)cc1)NCc1ccncc1 | -1.3 | 0 | 7 | 4 | 0 | 0 | 7 | -16 | -0.7 | -1
CCN(CC(=O)Nc1cc(Cl)cc(Cl)c1)CC(=O)NC1CCS(=O)(=O)C1 (stereo not drawn) | -1.6 | -1 | -3 | 5 | -2 | -7 | 8 | 4 | 1.9 | -1
CCC(C)c1ccccc1NC(=O)CN(C)CCOc1ccc(Cl)cc1 (stereo not drawn) | 6.0 | -4 | 3 | 0 | -10 | 3 | -28 | -25 | -0.7 | 0
